# PLAP inhibitors HTS – inhibition of human placental alkaline phosphatase – biochemical, luminescence, HTS (AID 690); purified PLAP, luminescent substrate; higher % means a stronger effect; hit rate 0.08% among 96,000; inhibition, % at 20 µM; hits with a dose series show IC50 in µM; in the data active means a potency from the dose series; inactive means the rest, 99 in 100 with inhibition below about 30%; further: strong numbers were not always called active
# Bcl-B TR3 displacers – displacers of TR3 peptide from Bcl-B, primary screen, selectivity assay for Bfl-1 inhibitor project, biochemical, fluorescence polarization; FP displacement of FITC-TR3 peptide from Bcl-B; higher % means a stronger effect; one-dose displacement, % at 20 µM; IC50 in µM for titrated hits; hit rate 0.11% among 96,000;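 active means displacement above 50% at 20 µM plus a fluorescence interference ratio under 1.5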;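 further: plate controls were wells without compound for no effect and wells lacking Bcl-B protein for full effect; a part of the inactive calls stands beside numbers as strong as those of hits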
# MRP resist rev – compounds reversing MRP-mediated drug resistance; H69AR cells + 2 uM doxorubicin, CellTiter-Glo, 72 h; hit rate 0.04% among 85,000; AID 602; differential viability (reversal), % at 10 µM;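 active means viability drop by adding the cancer drug above about 55%, with treated viability meeting a 40% cutoff, limit read from the data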;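 further: viability without doxorubicin minus viability with 2 µM doxorubicin for each compound; larger differential means the compound sensitizes cells more to doxorubicin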
# IL1B NFkB inh – blocks IL-1B driven NFkB nuclear translocation in HUVEC cells; HUVEC IL-1B NFkB p65 nuclear translocation imaging; inhibition, % at 2 µM; hit rate 0.43% among 94,000; AID 796;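 active means inhibition above about 30% together with a positive call from visual inspection of the well image, limit read from the data; inconclusive means inhibition above a set limit but visual check negative; inactive means inhibition not above a set limit, visual check negative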;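 further: nuclear over cytoplasmic p65 intensity ratio measured by imaging; 0% = IL-1B stimulated DMSO wells and 100% = unstimulated DMSO wells; values of inactives mirror those of a sister screen read the other way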
# NFkB transloc pot – enhances IL-1B driven NFkB nuclear translocation | HUVEC IL-1B NFkB p65 nuclear translocation imaging | hit rate 0.3% among 94,000 | activation, % at 2 µM | AID 819;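 active means activation above 40%, about the mean plus 3 SD, also judged a hit on visual image review; inconclusive means activation above 40% but not a hit on visual review; inactive means activation not above 40% and no visual hit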;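 further: percent activation is computed from the nuclear over cytoplasmic p65 intensity ratio; values of inactives mirror those of a sister screen read the other way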
# MRP resist rev cytotoxicity – also measured in MRP resist rev; calls as there; viability, %; H69AR cells, CellTiter-Glo, 72 h; measured here: cytotoxicity without doxorubicin
# MRP resist rev with doxorubicin – also measured in MRP resist rev; calls as there; viability, %; measured here: viability with 2 uM doxorubicin; stronger effect = lower value
# IL1B NFkB inh cell count 2 µM – further read-out of IL1B NFkB inh, marked with its call; cell count; measured here: cells passing quality filter;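 raw number of nuclei counted in each imaged well without normalization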
# NFkB transloc pot cell count 2 µM – also measured in NFkB transloc pot; calls as there; cell count; measured here: cells passing quality filter
# The depositor's hits bear a star; ? = inconclusive; . = not tested or not shown. Not all compounds are listed; the hit share may differ from the screen's.
SMILES,PLAP inhibitors HTS,Bcl-B TR3 displacers,MRP resist rev,MRP resist rev cytotoxicity,MRP resist rev with doxorubicin,IL1B NFkB inh,IL1B NFkB inh cell count 2 µM,NFkB transloc pot,NFkB transloc pot cell count 2 µM
CCCCn1c(-c2nn(C)cc2Cl)n[nH]c1=S,-6.0%,2.9%,1.8,98.1,96.3,-13.3,143,13.3,143
Cc1[nH]c2ccccc2c1SCC(=O)N1CCN(c2ccccc2)CC1,1.7%,2.4%,-7.9,77.0,84.9,-5.8,65,5.8,65
O=C(O)C1CCCN1S(=O)(=O)c1ccc2c(c1)CCC2 (stereo not drawn),-20.3%,13.4%,3.4,93.2,89.9,-5.6,188,5.6,188
O=C(Cn1c(=O)c2c(ncn2Cc2ccccc2)n(Cc2ccccc2)c1=O)N1CCc2ccccc21,-59.6%,-10.8%,15.5,111.1,95.5,-3.1,112,3.1,112
Cc1n[nH]c(=S)n1/N=C/c1ccc(OCc2ccc(Cl)cc2)cc1,-0.1%,-8.4%,.,.,.,-1.9,193,1.9,193
O=C(c1ccc2c(c1)[nH]c(=S)n1c3ccccc3nc21)N1CCN(c2ncccn2)CC1,5.0%,-7.9%,-0.5,82.1,82.6,-6.0,119,6.0,119
O=C(O)CSCc1cnn(-c2ccccc2)c1-n1cccc1,.,-0.7%,22.0,103.2,81.2,3.6,160,-3.6,160
Nc1ccc(S(=O)(=O)N2CCCC2)cc1,12.4%,-10.8%,0.3,94.9,94.6,-1.5,189,1.5,189
COc1ccc(-c2nnc3n2N=C(c2ccccc2)CS3)cc1OC,14.2%,-0.6%,2.4,53.5,51.1,.,.,.,.
Cc1cccc(NC(=O)NC(C)C(c2cccs2)N2CCOCC2)c1 (stereo not drawn),-55.4%,-2.5%,-5.1,95.3,100.4,5.2,179,-5.2,179
O=C(C(Cc1ccccc1)N1C(=O)C2C3C=CC(C3)C2C1=O)N1CCCCC1 (stereo not drawn),-48.1%,6.1%,.,.,.,3.3,87,-3.3,87
CCOC(=O)C1CCCCN1C(=O)CCc1c(C)nc2cc(-c3ccccc3)nn2c1C (stereo not drawn),-50.4%,9.5%,-17.7,51.3,69.0,-33.9,169,33.9,169
COC(=O)CN(C(=S)Nc1ccc(F)cc1)C1CC(=O)N(c2ccc(OC)cc2)C1=O (stereo not drawn),-52.6%,-1.9%,.,.,.,8.8,138,-8.8,138
CC(C)CCn1c(CN2CCN(Cc3ccccc3)CC2)nc2c1c(=O)[nH]c(=O)n2C,-54.8%,-5.2%,7.3,72.8,65.5,-34.0,134,34.0,134
CNC(=O)c1csc(-c2ccncc2)n1,5.3%,-3.3%,.,.,.,-8.8,143,8.8,143
CCOC(=O)c1sc(NC(=O)/C=C/c2cnn(C)c2C)c(C(=O)OCC)c1C,-22.2%,13.2%,.,.,.,-17.7,161,17.7,161
Cc1cc(C)nc(/N=C2/NC(=O)CS2)n1,-35.1%,-3.5%,2.9,100.4,97.5,26.0,87,-26.0,87
c1ccc(Nc2nn[nH]n2)cc1,11.9%,-2.6%,20.0,88.9,68.9,.,.,.,.
COc1ccc(CCNC(=O)Cn2cnc3c(nnn3Cc3ccccc3F)c2=O)cc1OC,.,.,9.6,96.0,86.4,9.4,155,-9.4,155
CCNC(=S)N(Cc1ccc2c(c1)OCO2)C1CC(=O)N(c2ccc(OC)cc2)C1=O (stereo not drawn),9.9%,-2.5%,.,.,.,0.7,142,-0.7,142
Cc1nn(-c2ccccc2)c(N)c1C(O)(CSc1nccn1C)C(F)(F)F (stereo not drawn),-12.5%,-6.4%,.,.,.,6.2,176,-6.2,176
CN(C)c1nc(NCc2ccccc2)nc(SCC(=O)Nc2ccc(Cl)c(Cl)c2)n1,-27.6%,-2.7%,.,.,.,-17.3,166,13.0,160
CC1=CS(=O)(=O)CC1Sc1ncn[nH]1 (stereo not drawn),.,.,-16.9,102.5,119.4,-11.7,131,11.7,131
COc1ccccc1-c1nc(-c2ccc(C)nc2OC)no1,-16.8%,-0.9%,1.3,82.3,81.0,4.8,117,-4.8,117
Cc1ccc(C)c(OCCCC(=O)Nc2ccc(N3CCOCC3)cc2)c1,-6.4%,-0.4%,14.6,89.3,74.7,12.5,103,-12.5,103
COc1cc(OC)c(NC(=O)c2c(-c3ccccc3)noc2C)cc1Cl,0.5%,-2.9%,11.2,69.6,58.3,-9.7,86,9.7,86
O=c1[nH]c(CSc2nnc(NCCCN3CCOCC3)s2)nc2cc(Cl)ccc12,-23.4%,-5.0%,6.9,73.9,67.0,5.5,114,-5.5,114
O=C(CSc1nc2ccccc2c(=O)n1CCC(=O)N1CCCCC1)NCc1ccccc1,.,.,-15.8,70.1,85.9,-7.2,134,7.2,134
CCCc1cc(=O)oc2cc(C)cc(OC(=O)c3ccco3)c12,17.9%,0.7%,7.3,101.9,94.6,-2.9,185,2.9,185
CCCc1cc(-n2cnc3ccccc32)n2c(nc3ccccc32)c1C#N,4.1%,-18.5%,3.7,62.1,58.5,2.9,117,-2.9,117
S=C1SCN(CCN2CCOCC2)CN1Cc1ccccc1,1.1%,-11.9%,.,.,.,-3.3,103,3.3,103
CC(C)c1ccc(C2NC(C(=O)O)CS2)cc1 (stereo not drawn),-100.4%,-3.3%,13.8,89.4,75.5,-4.6,177,4.6,177
CCCN(CC1CC1)C(=O)COc1ccccc1C(=O)NCc1ccccc1,7.3%,-5.3%,.,.,.,0.5,172,-0.5,172
Cc1onc(-c2ccccc2Cl)c1C(=O)NCc1ccccn1,-6.8%,-10.9%,-5.9,95.9,101.8,-9.1,141,9.1,141
Cc1nc(-c2cccc(NS(=O)(=O)c3ccccc3)c2)cs1,-32.8%,-7.3%,15.4,107.2,91.8,-2.8,171,2.8,171
c1ccc(CN2CCN(c3nc(-c4ccccc4)nc4ccccc34)CC2)cc1,-80.3%,-6.4%,-10.8,69.6,80.4,10.1,181,-10.1,181
N#CC1=C(N)Oc2c(oc(CO)cc2=O)C12C(=O)Nc1ccc(Cl)cc12 (stereo not drawn),-22.0%,4.3%,-31.5,83.3,114.8,.,.,.,.
CCN(N=Nc1cccc([N+](=O)[O-])c1)c1cccc([N+](=O)[O-])c1,54.4%,-11.9%,2.3,81.2,78.9,.,.,.,.
C[C@H](NC(=O)Nc1ccccc1F)C(=O)O,-15.0%,-5.3%,-4.0,92.5,96.5,-7.8,138,7.8,138
CCOC(=O)/C(C#N)=C1/C=CN(c2ccccc2)C=N1,16.8%,0.7%,-33.3,39.1,72.4,.,.,.,.
CCN(CC)C(=S)SCC(=O)Nc1cccc(C(F)(F)F)c1,.,.,.,.,.,-8.1,150,8.1,150
CCOC(=O)C(NC(=O)Nc1ncccn1)(Oc1ccccc1)C(F)(F)F (stereo not drawn),-37.9%,4.9%,-9.6,90.5,100.1,4.8,156,-4.8,156
COC(=O)c1ccc(/C=N/NC(=O)c2cccc(F)c2)cc1,-7.7%,0.6%,.,.,.,-4.6,129,4.6,129
O=C(CNC(=O)c1cccs1)NCCN1CCN(Cc2ccccc2)CC1,-14.0%,3.0%,3.9,96.2,92.2,16.8,92,-16.8,92
CCN(CC(=O)NC(=O)NC1CCCCC1)Cc1nc2ccccc2c(=O)[nH]1,-222.0%,-1.0%,5.8,77.4,71.6,-9.2,173,9.2,173
COCCCn1c(SCc2nc3ccccc3c(=O)[nH]2)nc2ccccc2c1=O,-2.5%,-7.8%,-8.9,60.1,69.0,-13.9,195,13.9,195
Cc1cc(OC(=O)N2CCCCC2)cc(C)c1Cl,-11.9%,-8.1%,-41.9,51.6,93.5,-3.0,123,3.0,123
O=P(O)(O)C(O)C(F)(F)C(F)(F)C(F)(F)C(F)F (stereo not drawn),1.2%,-5.5%,1.4,95.1,93.7,-0.1,108,0.1,108
Cc1ccc(-c2ccccc2NC(=O)C2C3C=CC(C3)C2C(=O)O)o1 (stereo not drawn),6.3%,1.1%,-13.4,93.0,106.4,6.0,115,-6.0,115
Cc1ccn2cc(C(=O)NC3CCN(Cc4ccccc4)CC3)nc2c1,-63.0%,9.4%,4.0,84.9,81.0,-42.7,191,?,.

# (continued)
SMILES,PLAP inhibitors HTS,Bcl-B TR3 displacers,MRP resist rev,MRP resist rev cytotoxicity,MRP resist rev with doxorubicin,IL1B NFkB inh,IL1B NFkB inh cell count 2 µM,NFkB transloc pot,NFkB transloc pot cell count 2 µM
COCCNC(=O)C(c1cccs1)N(C(=O)Cn1nnc2ccccc21)c1ccc(OC)cc1 (stereo not drawn),.,.,14.8,98.1,83.3,-10.7,92,10.7,92
Cc1cc(Nc2ncc(Cl)cc2Cl)n(-c2ccccn2)n1,3.3%,-1.7%,19.7,73.0,53.3,.,.,.,.
O=C1C=C(NCc2ccco2)CC(c2ccc(Cl)cc2)C1 (stereo not drawn),34.2%,-2.4%,-23.4,52.6,76.0,12.2,21,-12.2,21
Cc1ccc(-c2c3c(=O)n(C)c(=O)n(C)c3c3nnc4ccccc4n23)cc1,.,.,14.6,84.8,70.3,-4.1,102,4.1,102
COc1ccc(S(=O)(=O)NC(C)C(=O)Nc2cccc(C(C)=O)c2)cc1 (stereo not drawn),4.9%,4.0%,-15.3,92.6,107.9,-4.1,99,4.1,99
COC(=O)c1ccnc(/C=N/O)c1,.,.,-10.7,102.4,113.2,-17.2,147,17.2,147
COc1ccc(C(=O)C(CN2CCCC2)c2ccccc2)cc1 (stereo not drawn),3.8%,0.4%,0.3,1.2,0.9,17.7,118,-17.7,118
CCC(Sc1ccccn1)C(=O)Nc1nnc(C)s1 (stereo not drawn),-11.6%,-4.8%,-5.4,93.5,98.9,3.7,98,-3.7,98
CC(=O)Nc1cccc(-c2nnc(SCc3ccccc3C#N)n2C)c1,15.3%,-5.6%,8.1,86.5,78.4,5.4,95,-5.4,95
Cc1ccc(C2(C)NC(=O)N(CC(=O)NCCC3=CCCCC3)C2=O)cc1 (stereo not drawn),-44.2%,-6.7%,.,.,.,-0.7,153,0.7,153
